Screening data (PubChem BioAssay)
Jurkat viability – reduces viability or proliferation of Jurkat cells | Jurkat E6.1 viability, ATP luminescence, 48 h | inhibition, % at 4 µM | actives 1.2% (n = 56,000) | AID 463;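 active means inhibition above the mean inhibition of all tested compounds plus 3 SD, cut at about 28% in these data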
M1 antag – antagonists of rat M1 muscarinic receptor. P08482. CHO-M1 cells, Fluo-4 calcium, ACh EC80 antagonist mode; hits give low values. B-score at 10 µM. actives 3.4% (n = 64,000);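 active means calcium fluorescence response, raw or row-and-column corrected B-score, differing from the plate sample mean either way at a set confidence level, mostly lower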
E coli RNAP – Escherichia coli RNA polymerase inhibition. E. coli RNA polymerase, fluorescence transcription assay. actives 0.2% (n = 62,000). inhibition, %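 (tested at 10 µM)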; in the data active means inhibition above about 20%;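 further: 0% = enzyme without compound and 100% = no enzyme blank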
S1P1 ag-PAM – agonists and agonism potentiators of human S1P1 receptor; P21453; S1P1 CRE-bla cells, forskolin, beta-lactamase FRET, potentiator mode; S1P1 agonist co-added at EC20, 2 nM; 100% = saturating reference agonist, 0% = basal; activation, % at 9.5 µM; actives 0.57% (n = 56,000); AID 449;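 active means activation above a cutoff set at the mean activation of all tested compounds plus 3 SD, cut at about 54% in these data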;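 further: forskolin at 4 µM as EC80 and the EC20 agonist is SEW2871; 100% = SEW2871 at its EC100 plus forskolin at EC80; some compounds past the cut are filed as inactive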
M1 agonist – M1 muscarinic receptor agonism; CHO-M1 cells, Fluo-4 calcium fluorescence, agonist mode; hits give high values; B-score at 10 µM; actives 3% (n = 64,000); AID 626;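 active means fluorescence rise, raw or as B-score row- and column-corrected plate score, outside the 99.7% band of its plate's samples, either direction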
S1P3 agonist – activates the human S1P3 receptor. Q99500. S1P3 NFAT-BLA reporter cells, agonism, FRET ratio; relative to 1 µM S1P, basal subtracted. activation, % at 4.5 µM. actives 0.1% (n = 60,000). AID 373;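 active means activation above the screen-wide mean plus 3 SD, cut at about 4.5% in these data, passing the limit was not always enough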; further: some compounds called inactive have numbers as strong as hits
Target sequence (Q99500 whole entry, looked up): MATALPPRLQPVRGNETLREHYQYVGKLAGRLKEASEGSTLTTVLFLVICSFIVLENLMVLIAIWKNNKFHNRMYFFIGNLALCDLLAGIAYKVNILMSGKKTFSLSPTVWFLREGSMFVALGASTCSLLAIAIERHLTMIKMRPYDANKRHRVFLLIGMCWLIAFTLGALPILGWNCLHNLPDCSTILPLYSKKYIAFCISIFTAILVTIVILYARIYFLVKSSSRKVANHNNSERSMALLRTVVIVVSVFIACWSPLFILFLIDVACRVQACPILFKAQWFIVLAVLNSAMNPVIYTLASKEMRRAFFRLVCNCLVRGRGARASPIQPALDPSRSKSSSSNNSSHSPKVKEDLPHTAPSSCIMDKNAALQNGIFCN
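material = human S1P3 NFAT-BLA reporter CHO cells | schedule = 4 h compound at 37 °C, 2 h substrate at RT | measured by = fluorescent BLA substrate, ex 405 nm, em 460/535 nm ratio | controls = 1 µM S1P reference | replication = primary once, confirmation triplicate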
TNAP act DEA – activates human TNAP at intermediate phosphate acceptor concentration; P05186; purified TNAP, CDP-star luminescence, 100 mM DEA, 30 min; hits give high values; scale: 0 levamisole-inhibited, 1 vehicle-only enzyme; activation factor at 20 µM; 64,000 tested, under 10 active;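 active means activation factor of at least 2 at 20 µM, relative to controls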
Target sequence (P05186 whole entry, looked up): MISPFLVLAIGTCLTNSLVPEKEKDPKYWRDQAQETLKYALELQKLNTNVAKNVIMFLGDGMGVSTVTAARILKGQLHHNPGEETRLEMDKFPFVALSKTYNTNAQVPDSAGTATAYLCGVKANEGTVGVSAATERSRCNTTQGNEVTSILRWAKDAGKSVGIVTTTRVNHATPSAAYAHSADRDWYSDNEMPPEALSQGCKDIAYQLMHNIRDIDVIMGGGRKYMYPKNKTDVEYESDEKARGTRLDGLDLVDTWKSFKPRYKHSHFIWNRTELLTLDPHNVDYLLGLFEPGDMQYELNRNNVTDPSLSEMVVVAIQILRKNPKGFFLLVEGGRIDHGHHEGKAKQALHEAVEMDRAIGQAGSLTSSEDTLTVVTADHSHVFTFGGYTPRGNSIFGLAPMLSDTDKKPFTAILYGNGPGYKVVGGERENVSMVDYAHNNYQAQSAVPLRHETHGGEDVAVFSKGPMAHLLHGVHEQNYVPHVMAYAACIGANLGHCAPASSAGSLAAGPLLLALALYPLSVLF
D1 mod – allosteric modulators of human D1 dopamine receptor. HEK293 D1, CRE-luciferase, dopamine EC30 potentiation; actives deviate in either direction. B-score at 10 µM. actives 5.9% (n = 58,000);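 active means luminescence count or its row- and column-corrected plate score outside the 99.7% band of the plate's sample wells, on either side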
HEK293 NFkB inh – lowers PMA/ionomycin-induced NF-kB signal in HEK293 cells; HEK-293 NF-kB luciferase reporter, luminescence; AID 465; inhibition, % at 3 µM; actives 0.21% (n = 62,000);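 active means inhibition above the mean of all tested compounds plus 3 SD, cut at about 40% in these data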;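 further: 0% = stimulated DMSO wells and 100% = 10 µM reference inhibitor 5653914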
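Reagent: PMA plus ionomycin mix as NF-kB-activating stimulus. Assay system: NF-kB luciferase reporter HEK-293 cells. Technique: luminescence from luciferase substrate reagent. Incubation: 1 h compound pre-incubation, 16 h PMA/ionomycin at 37 °C. Benchmarks: DMSO only as uninhibited control, 10 µM reference inhibitor as full inhibition. Repeats: tested once.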
* hit, by the source's call.

`CC(C)c1ccc2oc(=O)cc(CN3CCN(c4ccc(F)cc4)CC3)c2c1` gave Jurkat viability 3, M1 antag 0.44, E coli RNAP 8, S1P1 ag-PAM -17, M1 agonist -1.4, S1P3 agonist -0.5, TNAP act DEA 0.9, D1 mod 0.059 and HEK293 NFkB inh 19.
For CCCCOC(=O)CSc1nc2c(c(=O)[nH]c(=O)n2C)n1C/C=C(\C)Cl the results were Jurkat viability 0, M1 antag -0.0019, E coli RNAP 2, S1P1 ag-PAM 13, M1 agonist -0.29, S1P3 agonist -1.4, TNAP act DEA 0.8, D1 mod -0.49 and HEK293 NFkB inh 7.
c1ccc(CCn2nnnc2C(c2cccs2)N2CCN(Cc3ccc4c(c3)OCO4)CC2)cc1 (configuration not stated) was read as Jurkat viability 2, M1 antag -2.2, E coli RNAP 8, S1P1 ag-PAM 0, M1 agonist 0.35, S1P3 agonist -0.2, TNAP act DEA 0.9, D1 mod -1.1 and HEK293 NFkB inh 3.
`CC(C)c1ccc2oc(=O)cc(CN3CCN(c4ccccc4)CC3)c2c1` gave Jurkat viability 2, M1 antag 0.019, E coli RNAP 6, S1P1 ag-PAM -11, M1 agonist -0.44, S1P3 agonist -1.0, TNAP act DEA 0.9, D1 mod -0.55 and HEK293 NFkB inh 18.
CCOc1ccc(N/C(SC)=C(/C#N)C(N)=O)cc1 was read as M1 antag 0.19, E coli RNAP -8, M1 agonist -0.0045, TNAP act DEA 0.9, D1 mod 5* and HEK293 NFkB inh 17.
COc1ccc(Cl)cc1N(CC(=O)Nc1ccc2c(c1)OCO2)S(C)(=O)=O was read as Jurkat viability -9, M1 antag 0.17, E coli RNAP 6, S1P1 ag-PAM -15, M1 agonist -2, S1P3 agonist -0.7, TNAP act DEA 0.9, D1 mod -0.23 and HEK293 NFkB inh 8.
Screening COc1cc2nc(C3CCC3)n(NC(=O)C3CCC(OC)CC3)c(=O)c2cc1OC (configuration not stated) returned Jurkat viability -14, M1 antag -0.48, E coli RNAP 16, S1P1 ag-PAM 3, M1 agonist -1.1, S1P3 agonist 0.0, TNAP act DEA 0.9, D1 mod -0.33 and HEK293 NFkB inh 6.
`FC(F)(F)c1cccc(N2CCN(c3nnnn3-c3ccccc3)CC2)c1` gave Jurkat viability 8, M1 antag -0.52, E coli RNAP 1, S1P1 ag-PAM -3, M1 agonist -0.62, S1P3 agonist -0.2, TNAP act DEA 0.9, D1 mod 2.1 and HEK293 NFkB inh 18.
Screening COc1ccc(C)cc1NC(=O)C1CCN(S(=O)(=O)c2cccc3cccnc23)CC1 returned Jurkat viability -2, M1 antag -0.21, E coli RNAP 8, S1P1 ag-PAM -2, M1 agonist -0.011, S1P3 agonist 0.1, TNAP act DEA 0.8, D1 mod 1.3 and HEK293 NFkB inh -2.
`Cc1ccc(CS(=O)(=O)CCC(=O)NCc2ccccn2)cc1` gave Jurkat viability 3, M1 antag -0.056, E coli RNAP -1, S1P1 ag-PAM -4, M1 agonist -0.24, S1P3 agonist -0.6, TNAP act DEA 1, D1 mod -0.5 and HEK293 NFkB inh 9.
`Nc1c(S(=O)(=O)c2ccccc2)c2nc3ccccc3nc2n1Cc1ccco1` gave M1 antag 0.058, E coli RNAP -16, M1 agonist 2.9*, TNAP act DEA 0.8 and HEK293 NFkB inh 0.
`COc1ccccc1C(=O)NCCNC(=O)c1ccco1` gave Jurkat viability -12, M1 antag -0.56, E coli RNAP 5, S1P1 ag-PAM -15, M1 agonist -0.33, S1P3 agonist -0.2, TNAP act DEA 0.9, D1 mod 0.97 and HEK293 NFkB inh 15.

The list goes on, starting with the last two of the part before.
`Nc1c(S(=O)(=O)c2ccccc2)c2nc3ccccc3nc2n1Cc1ccco1` gave M1 antag 0.058, E coli RNAP -16, M1 agonist 2.9*, TNAP act DEA 0.8 and HEK293 NFkB inh 0.
`COc1ccccc1C(=O)NCCNC(=O)c1ccco1` gave Jurkat viability -12, M1 antag -0.56, E coli RNAP 5, S1P1 ag-PAM -15, M1 agonist -0.33, S1P3 agonist -0.2, TNAP act DEA 0.9, D1 mod 0.97 and HEK293 NFkB inh 15.
`O=C(O)CSc1ccc2ccccc2n1` gave Jurkat viability -6, M1 antag -0.079, E coli RNAP 11, S1P1 ag-PAM -5, M1 agonist 0.48, S1P3 agonist 0.5, TNAP act DEA 0.8, D1 mod -0.049 and HEK293 NFkB inh 5.
`COc1ccc(-c2coc3cc(O)ccc3c2=O)cc1OC` gave Jurkat viability -3, M1 antag 0.9, E coli RNAP -9, S1P1 ag-PAM 12, M1 agonist -1.8, S1P3 agonist -0.9, TNAP act DEA 0.9, D1 mod 4.6* and HEK293 NFkB inh 6.
COCc1[nH]nc2c1C(c1ccnc3ccccc13)C(C#N)=C(N)O2 (configuration not stated) was read as M1 antag 1.4, E coli RNAP -2, S1P1 ag-PAM 23, M1 agonist -0.093, S1P3 agonist -8.4 and TNAP act DEA 0.9.
Screening CC(=O)Nc1ccc(S(=O)(=O)NCc2ccc3c(c2)cc(C)n3C)cc1 returned Jurkat viability -9, M1 antag -0.28, E coli RNAP 8, S1P1 ag-PAM -5, M1 agonist -0.71, S1P3 agonist -0.7, TNAP act DEA 0.9, D1 mod -0.64 and HEK293 NFkB inh 19.
For O=C(CS(=O)CC(=O)Nc1cccc2c1CCCC2)Nc1ccc(F)cc1 (configuration not stated) the results were Jurkat viability -2, M1 antag 0.21, E coli RNAP 2, S1P1 ag-PAM 5, M1 agonist -0.69, S1P3 agonist 0.2, TNAP act DEA 0.9, D1 mod -0.28 and HEK293 NFkB inh 8.
`CC1CCc2c(nc3ncnn3c2N2CCN(c3ccccc3)CC2)C1` (configuration not stated) gave Jurkat viability -5, M1 antag -0.0062, E coli RNAP 12, S1P1 ag-PAM -4, M1 agonist -0.061, S1P3 agonist 0.1, TNAP act DEA 0.9, D1 mod -1.4 and HEK293 NFkB inh 2.
Screening O=c1[nH]c(Cc2ccccc2)nc2c1oc1ccccc12 returned Jurkat viability 1, M1 antag 0.5, E coli RNAP 7, S1P1 ag-PAM 7, M1 agonist -0.31, S1P3 agonist 0.3, TNAP act DEA 0.9, D1 mod 1.1 and HEK293 NFkB inh 15.
Screening O=C1CCCc2c1nc(-c1ccccc1)n2O returned Jurkat viability -4, E coli RNAP 6, S1P3 agonist 1.3, TNAP act DEA 0.9, D1 mod -0.066 and HEK293 NFkB inh 6.
CCn1c(SCC(=O)Nc2cc(C)on2)nc2sc3c(c2c1=O)CCCC3 was read as Jurkat viability 3, M1 antag -0.46, E coli RNAP 13, S1P1 ag-PAM -60, M1 agonist 0.0023, S1P3 agonist -0.3, TNAP act DEA 0.8, D1 mod -0.31 and HEK293 NFkB inh 13.
`CC(C)c1nc(SCC(=O)NCc2ccccc2)n[nH]1` gave Jurkat viability -3, M1 antag 0.12, E coli RNAP 6, S1P1 ag-PAM 3, M1 agonist -0.35, S1P3 agonist -0.4, TNAP act DEA 1, D1 mod 2 and HEK293 NFkB inh 17.
`N#Cc1ccc(CN2CCN(C(=O)c3ccccc3)CC2)c(Cl)c1` gave Jurkat viability 1, E coli RNAP 0, S1P1 ag-PAM 2, S1P3 agonist -0.5, TNAP act DEA 1, D1 mod -0.084 and HEK293 NFkB inh -2.
Screening c1ccc(Nc2nc(-c3cccs3)cs2)nc1 returned Jurkat viability 3, M1 antag -0.00082, E coli RNAP 6, S1P1 ag-PAM 16, M1 agonist 0.079, S1P3 agonist -0.1, TNAP act DEA 0.8, D1 mod -2.4 and HEK293 NFkB inh -61.
Screening O=C(c1ccc(N2C(=O)CCC2=O)cc1)N1CCN(c2ccccc2)CC1 returned Jurkat viability 2, M1 antag -0.54, E coli RNAP 4, S1P1 ag-PAM 9, M1 agonist 0.35, S1P3 agonist -0.4, TNAP act DEA 1, D1 mod -0.0064 and HEK293 NFkB inh 4.
CC(C)(C)c1ccc(OCCn2ccccc2=O)cc1 was read as Jurkat viability 13, M1 antag 1.3, E coli RNAP 10, S1P1 ag-PAM -18, M1 agonist 0.82, S1P3 agonist 1.1, TNAP act DEA 0.9 and HEK293 NFkB inh -30.
`O=C(CSc1ccc(Cl)cc1)OCc1nnc(-c2ccccc2)o1` gave Jurkat viability 4, M1 antag 0.11, E coli RNAP -9, S1P1 ag-PAM -3, M1 agonist -0.3, S1P3 agonist 0.0, TNAP act DEA 0.8, D1 mod -0.94 and HEK293 NFkB inh 0.
`NC(=O)c1ccsc1NC(=O)CSc1nc2ccccc2c(=O)n1CCCO` gave Jurkat viability -6, M1 antag -0.15, E coli RNAP 8, S1P1 ag-PAM -27, M1 agonist 0.36, S1P3 agonist 0.2, TNAP act DEA 1, D1 mod 2 and HEK293 NFkB inh 7.
Screening O=C(c1cc(-c2cccnc2)nc2ccc(Br)cc12)N1CCN(c2ncccn2)CC1 returned Jurkat viability -3, M1 antag 0.23, E coli RNAP 6, S1P1 ag-PAM -6, M1 agonist 0.9, S1P3 agonist -0.2, TNAP act DEA 0.9, D1 mod -3 and HEK293 NFkB inh 3.
Screening O=S(=O)(Cc1ccccc1)Nn1cnnc1 returned Jurkat viability 5, M1 antag -0.83, E coli RNAP -9, S1P1 ag-PAM -26, M1 agonist -0.55, S1P3 agonist -2.0, TNAP act DEA 0.9 and HEK293 NFkB inh -8.
For Cc1nnc(N(Cc2ccco2)C(=O)c2cccc(C#N)c2)s1 the results were M1 antag -0.028, E coli RNAP 3, M1 agonist -0.024, TNAP act DEA 0.9, D1 mod -0.014 and HEK293 NFkB inh 7.
Screening CCOc1ncccc1C(=O)Nc1ccccc1C(=O)NCc1ccc2c(c1)OCO2 returned Jurkat viability 5, M1 antag -1.2, E coli RNAP 6, S1P1 ag-PAM 12, M1 agonist 4.5, S1P3 agonist 0.2, TNAP act DEA 0.8 and HEK293 NFkB inh 8.
For CC(=O)Nc1ccc(-c2nc3c(C)cccc3[nH]2)cc1 the results were Jurkat viability 7, M1 antag 0.077, S1P1 ag-PAM -17, M1 agonist 0.2, S1P3 agonist -0.3, D1 mod -1.2 and HEK293 NFkB inh -28.
COc1cccc(-c2nnc(SCC(=O)Nc3cc(C)on3)o2)c1 was read as Jurkat viability -2, E coli RNAP 2, S1P1 ag-PAM -3, S1P3 agonist -0.5, TNAP act DEA 1, D1 mod 5.7* and HEK293 NFkB inh -4.
Cn1c(SCCOc2cccc(Cl)c2)nnc1-c1ccncc1 was read as Jurkat viability -1, M1 antag 0.7, E coli RNAP 7, S1P1 ag-PAM -3, M1 agonist 0.033, S1P3 agonist -0.7, TNAP act DEA 0.9, D1 mod 0.12 and HEK293 NFkB inh 16.
Screening COCCCNC(=O)CCc1nc2cccnc2n1Cc1ccc(OC)cc1 returned Jurkat viability 1, M1 antag -0.63, E coli RNAP 8, S1P1 ag-PAM -3, M1 agonist 0.55, S1P3 agonist 0.1, TNAP act DEA 0.9, D1 mod -1.5 and HEK293 NFkB inh 9.
Cc1ccc(-c2cc(C(=O)NCc3ccco3)c3ccccc3n2)o1 was read as Jurkat viability 6, M1 antag -2.2, E coli RNAP 5, S1P1 ag-PAM 2, M1 agonist 1.4, S1P3 agonist 1.3, TNAP act DEA 0.9, D1 mod 0.025 and HEK293 NFkB inh 11.
Screening c1ccc(-n2ncc3c(NCCN4CCCCC4)ncnc32)cc1 returned Jurkat viability -5, M1 antag -2.1, E coli RNAP 5, S1P1 ag-PAM -1, M1 agonist -0.58, S1P3 agonist -1.1, TNAP act DEA 0.9, D1 mod -0.73 and HEK293 NFkB inh 12.
CCOc1ccc(-c2nc(C#N)c(N3CCN(CC)CC3)o2)cc1 was read as M1 antag -0.22, S1P1 ag-PAM -8, M1 agonist 0.62, S1P3 agonist 0.2 and TNAP act DEA 0.9.
